D3 ag – activates the human D3 dopamine receptor. P35462. D3R DiscoveRx beta-arrestin cells, luminescence, 90 min. max activation, %. 410,000 compounds, 0.58% hits. AID 652048; in the data active = max activation above about 30%; note: 0% is about no effect; mostly tested at two doses, the higher about 12 µM
Target sequence (P35462 whole entry, looked up): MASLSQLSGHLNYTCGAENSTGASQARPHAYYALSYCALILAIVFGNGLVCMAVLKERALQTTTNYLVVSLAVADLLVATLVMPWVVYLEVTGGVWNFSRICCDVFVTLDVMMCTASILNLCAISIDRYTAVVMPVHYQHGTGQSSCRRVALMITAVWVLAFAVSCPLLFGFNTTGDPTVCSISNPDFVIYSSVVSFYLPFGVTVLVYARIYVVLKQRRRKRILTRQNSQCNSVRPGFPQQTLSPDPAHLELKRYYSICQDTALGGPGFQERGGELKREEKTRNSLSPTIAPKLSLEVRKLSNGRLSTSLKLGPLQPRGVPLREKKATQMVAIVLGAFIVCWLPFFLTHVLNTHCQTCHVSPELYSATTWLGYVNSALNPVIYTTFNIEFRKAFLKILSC
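Agonist-mode cell screen: cells plated at 1500/well and incubated overnight at 37 °C, then exposed to library compounds for 90 min at 37 °C. Detection reagent was added for 30–60 min at room temperature, and luminescence was read.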
SW480 rerep – induces DNA re-replication in SW480 colon adenocarcinoma cells | SW480 DNA re-replication, Hoechst DNA content imaging, 48 h | Potency, µM (highest dose often 46.1 µM), inactives show at the top dose re-replication activation, usual class: activators | 340,000 compounds, 1.8% hits | AID 624297; note: potency is the fitted concentration of half-maximal effect; % of control where 0% means no effect; nearly all actives have a fitted effect of over 55% in size
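Treated cells incubate 48 hr (37 C, 5% CO2), are stained 40 min with Hoechst, and nuclear fluorescence is enumerated; a rise in nuclei with high DNA signal marks re-replication.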
KB-3-1 cytotox – kills parental KB-3-1 adenocarcinoma cells; KB-3-1 viability, CellTiter-Glo ATP luminescence, 72 h; Potency, µM (titrated, usually from 46.1 µM), for the others: at the top dose activity change, negative = cytotoxic, actives largely listed as cytotoxic; 400,000 compounds, 1.4% hits; note: potency is the fitted concentration of half-maximal effect; % is set by controls: 0 for no effect and ±100 for the full control effect; nearly all actives have a fitted effect of over 60% in size
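KB-3-1 cells, DMEM (no phenol red) + 10% FBS; compound by pin transfer, 72 h, 37 °C. Readout: CellTiter-Glo luminescence after 10 min. Data normalized, curve-fitted.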
HT1080-NT tox – kills 2HG-producing HT-1080-NT fibrosarcoma cells. HT-1080-NT fibrosarcoma viability, CellTiter-Glo ATP luminescence, 48 h. Potency, µM (doses to about 46.1 µM), inactives show at the top dose activity, negative = less viability, most hits filed as cytotoxic. 360,000 compounds, 1.6% hits;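 note: NT is the 2HG producing partner of a matched IDH1 knockdown line; potency is the fitted concentration of half-maximal effect; 0% = DMSO-treated cells and -100% = media-only wells without cells; nearly all actives have a fitted effect of over 55% in size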
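HT-1080-NT; 750 cells/well; 5% FBS RPMI; 48 h compound, 37 degrees C; CellTiter-Glo luminescence; curve fitting and curve-class assignment.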
IL-1B inflam inh – blocks inflammasome-driven IL-1 beta release. THP-1 LPS/ATP IL-1B secretion, AlphaLISA, 16 h; stronger effect = lower value. activity change, % at 57.5 µM. 360,000 compounds, 4.7% hits; in the data active = activity change below about -50%; inconclusive = mostly about -30% to -49%; note: % is set by controls: 0 for no effect and ±100 for the full control effect
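THP-1 cells pretreated 1 hr with compounds (up to 57.5 uM final), then stimulated with LPS (250 ng/mL final) plus ATP (1.25 mM final); secreted IL-1B measured by AlphaLISA after 16 hr, decreased signal indicating inhibition.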
GLP1R cytotox – cytotoxicity counter-screen for GLP-1 receptor inverse agonists | AID 624418 | 410,000 compounds, 0.13% hits | HEK293 cAMP-luciferase reporter cells, luminescence, 24 h | Potency, µM (series often up to 38.3 µM), inactives show top-dose activity change, negative = inhibition, most hits filed as inhibitors;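 note: loss of luciferase light is scored as toxicity; potency is the fitted concentration of half-maximal effect; % is set by controls: 0 for no effect and ±100 for the full control effect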
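A 23 nL compound transfer followed 12 hours of cell culture at 37 deg C; exposure then lasted 24 hr. Luciferase assay detection reagent was dispensed and plates read for luminescence after a 12 min room-temperature wait.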
KB-V1 MDR tox – KB-V1 MDR subline cytotoxicity. 400,000 compounds, 3.4% hits. AID 1347076. Potency, µM (doses to about 46.1 µM), without a hit: at the highest dose activity change, negative = cytotoxicity, most hits filed as cytotoxic. KB-V1 MDR cells viability, CellTiter-Glo, 72 h; note: potency is the fitted concentration of half-maximal effect; % is set by controls: 0 for no effect and ±100 for the full control effect; nearly all actives have a fitted effect of over 60% in size
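Following 72 h at 37 degrees C with compound, KB-V1 cell viability was read by CellTiter-Glo luminescence, medium being phenol-red-free DMEM plus 10% FBS; concentration-response parameters came from normalized, curve-fitted qHTS data.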
MCF10A rerep – induces DNA re-replication in MCF 10a normal breast cells; MCF 10A DNA re-replication, Hoechst nuclear intensity, 48 h; Potency, µM (series often up to 46.1 µM), without a hit: at the top dose activity, positive = re-replication, usual class: activators; 350,000 compounds, 2.9% hits; note: potency is the fitted concentration of half-maximal effect; % of control where 0% means no effect; nearly all actives have a fitted effect of over 50% in size
HT1080 IDH1KD tx – kills HT-1080 cells with IDH1 knockdown; AID 686971; HT-1080 IDH1 knockdown viability, ATP luminescence, 48 h; 360,000 compounds, 2% hits; Potency, µM (highest dose often 46.1 µM), for inactives: top-dose activity, negative = toxicity, actives largely listed as cytotoxic;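 note: potency is the fitted concentration of half-maximal effect; 0% = DMSO wells and -100% = cell-free medium wells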
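CellTiter-Glo luminescence after 48 h compound exposure at 37 degrees C of IDH1-knockdown HT-1080 cells in 5% FBS RPMI. %Activity scaled between DMSO wells and cell-free media wells, with curves fitted and assigned curve classes.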
* marks the source's active call; other numbers are inactive results; u = inconclusive; x = not tested or not shown; [ ] = another dose, or the depositor's remark. Unless noted, calls come from the whole dose curve; as a rule, active = well fitted curve in the direction sought with a large enough effect; inconclusive = small, poorly fitted or top-dose-only effect, or another doubt; inactive = no such curve, though single readings can be large; an effect the other way counts as inactive or inconclusive.

Under each structure: KB-V1 MDR tox, KB-3-1 cytotox, HT1080-NT tox, MCF10A rerep, IL-1B inflam inh, HT1080 IDH1KD tx, SW480 rerep, GLP1R cytotox, D3 ag
1	COc1ccc2c(c1)CC1c3c(cc4c(c3-2)OCO4)CC[N+]1(C)[O-] (stereo not drawn)
  3%, -1%, 10%, -8%, -2, 2%, -13%, -15%, 2
2	O=C(O)C1Cn2c(nc3c(c2=O)C2(CCCC2)Cc2ccccc2-3)S1 (stereo not drawn)
  16%, -6%, -3%, -1%, -10, -2%, 7%, 4%, -1
3	CCc1ccccc1Nc1nc(N)nc(CSc2nnnn2C)n1
  12%, 11%, -7%, -4%, 29, 9%, -5%, 0%, -3
4	COc1ccc(CCNC(=S)N2CCN(S(=O)(=O)c3ccc(C)cc3)CC2)cc1
  0%, -22%, -23%, 0%, 1, -7%, -4%, 4%, -4
5	CCCN=C(C)C1=C(O)c2ccccc2C1=O
  -1%, -1%, u, -1%, -29, 10%, 2%, -4%, -9
6	COc1ccc(N(Cc2cc3cc(OC)ccc3[nH]c2=O)C(=O)C2CCCO2)cc1 (stereo not drawn)
  20%, 4%, 11%, -4%, -19, 16%, 1%, -5%, -1
7	Cc1cccc2c1CC(C)(C)NC2=C(C#N)C#N
  -1%, 0%, -18%, 16%, 23, -19%, 0%, 9%, 0
8	O=C(CCS(=O)(=O)c1ccccc1)Nc1nc2cc3c(cc2s1)OCO3
  -20%, 7%, -30%, u, -52*, u, u, -8%, 0
9	Cc1onc(-c2ccccc2)c1C(=O)N1CCc2ccccc21
  -9%, -8%, 3%, 2%, 17, 9%, 3%, 1%, 10
10	CCc1c(C)nc2c(-c3ccccc3)c(C)nn2c1Nc1ccc(NC(C)=O)cc1
  1%, -3%, u, u, -20, -28%, 15%, -9%, 24
11	Cc1ccc(NCC(=O)N/N=C/c2cccc(Oc3ccccc3)c2)cc1
  u, 18%, -13%, u, -77*, -13%, u, 3%[1.53 µM], 22
12	O=C(C[C@@H]1C/C=C\C[C@H](Cc2ccc(F)cc2)C(=O)OCCNC1=O)N[C@H](CO)Cc1ccccc1
  u, -6%, 9%, -7%, 19, 7%, -3%, 15%, 16
13	CCOc1c2ccc(C(=O)NCc3ccco3)cc2nn1CC
  -15%, u, 7%, 6%, 8, -6%, 3%, 0%, -9
14	Cc1cc(C(=O)NCc2ccc(S(N)(=O)=O)cc2)cs1
  -9%, 0%, 8%, 0%, -8, 1%, -3%, 11%, 8
15	O=C(Cn1c(=O)n(Cc2ccc3c(c2)OCO3)c(=O)c2ccccc21)N1CCCc2ccccc21
  -14%, -10%, -2%, 13%, -19, 0%, 11%, -22%, 1
16	CCOc1ccc(NC(=O)COC(=O)C2COc3ccccc3O2)cc1 (stereo not drawn)
  10%, 2%, 2%, x, -3, 6%, x, 2%, 4
17	O=C(COC(=O)CCc1c[nH]c(=O)[nH]1)Nc1ccccc1Cl
  -3%, 5%, 17%, 5%, -17, 0%, -18%, 21%, 2
18	C/C(=N\NC(=O)c1ccncc1)c1cc2ccccc2o1
  0%, 13%, -3%, -4%, -17, 1%, 3%, -2%, -8
19	COc1ccc(OC)c(S(=O)(=O)N2CCN(CC(O)COc3ccccc3)CC2)c1 (stereo not drawn)
  u, -29%, -4%, 3%, 10, -10%, -11%, 3%, -20
20	Cc1ccc(C(C)C)c(OCC(=O)NN2C(=O)c3ccccc3C2=O)c1
  15%, -5%, -7%, 5%, -14, 0%, -11%, -5%, 2
21	CCOc1ccccc1N=C1SC(CC(=O)Nc2ccc(OC)cc2OC)C(=O)N1CCC1=CCCCC1 (stereo not drawn)
  u, 0%, 8%, 5%, 6, 4%, 1%, 2%, 1
22	C=CCOC(=O)C1=C[C@@H](c2ccc(C(F)(F)F)cc2)[C@H](CCCO)[C@@H](OCC)O1
  -8%, 0%, 2%, -17%, 6, 0%, -1%, -67%, 9
23	Cc1ccc(S(=O)(=O)N2CCOCC2)cc1C(=O)OCC(=O)NC1CCCC1
  -15%, -1%, 7%, -3%, -6, 10%, -11%, 4%, 2
24	COc1ccc(C(C)(C)C)cc1NC(=O)CN(C)C1=NS(=O)(=O)c2ccccc21
  -22%, -10%, -3%, x, 11, -5%, x, -11%, -2
25	CC(=O)c1c(C)[nH]c(=S)c(C#N)c1-c1ccc(Cl)cc1
  u, -5%, 3%, 9%, 11, 1%, -4%, -1%, 2
26	O=S(Cc1ccc(Cl)cc1)c1ncc(CO)n1Cc1ccccc1 (stereo not drawn)
  -43%, 16µM*, -4%, -1%, 40, 0%, u, -13%, 0
27	N#Cc1ccc(C(=O)N2CCN(S(=O)(=O)c3ccc(Cl)s3)CC2)cc1
  -6%, 3%, -7%[9.24 µM], -4%, -10, -1%, -17%, 16%, 1
28	CC(=O)c1ccc(NC(=O)c2ccc(-c3ccc(Cl)cc3)o2)cc1
  0%, u, x, x, x, x, x, -15%, 0
29	Cn1nc(C#N)c(=O)[nH]c1=O
  0%, -1%, 7%, -3%, 8, 5%, 13%, -2%, -14
30	O=C(Nc1c(Cl)cccc1Cl)c1cc(=O)n(Cc2ccccc2)c(=O)[nH]1
  1%, 0%, 0%, -2%, 9, -15%, -3%, -12%, 8
31	CCn1cc(SCC(=O)NCc2ccc3c(c2)OCO3)c2ccccc21
  -19%, u, -12%, 4%, -20, -13%, -7%, -14%, 1
32	C/C(=N\NS(=O)(=O)c1cccc([N+](=O)[O-])c1)c1cccnc1
  14%, 6%, 0%, -4%, 13, 5%, -6%, 9%, 2
33	Cc1cc(C(=O)C(=O)O)c(C)n1-c1ccc(Cl)cc1
  u, -3%, 7%, 20%, 2, -3%, -5%, 1%, -8
34	Cc1ccc(NC(N)=S)cc1
  u, -6%, 15%, 2%, -11, 14%, -5%, 8%, 0
35	COc1ccc(-n2nnnc2SCC(=O)c2ccc3c(c2)OCCO3)c(OC)c1
  9.2µM*, -18%, 7%, -1%, -2, 23%, 2%, -18%, 1
36	Cc1ccc2nc(N3CCN(c4cccc(C)c4C)CC3)c3nncn3c2c1
  17%, 1%, x, x, x, x, x, -1%, 4
37	O=c1ccccn1CCOc1ccc(Cl)cc1
  6%, 4%, 1%, -2%, -29, 0%, -33%[inhibitor], 5%, 5
38	Cc1cc(C(=O)O)ccc1-n1c(C)cc(/C=C2\SC(=O)NC2=O)c1C
  0%, 15%, 19%, 1%, -1, 6%, -2%, -12%, 2
39	COc1cc(C)c(COc2ncnc3ccccc23)cc1OC
  -1%, -12%, -5%, -3%, 7, -1%, -4%, 9%, 1
40	O=C(NC(c1ccccc1)c1ccsc1)C1CCN(Cc2ccc(Oc3ccccc3)cc2)CC1 (stereo not drawn)
  0%, 0%, 18µM*, x, u, 15µM*, x, -3%, -19
41	C=CCNC(=O)c1onc(CSc2ccc(F)cc2)c1C(=O)O
  10%, -18%, -1%, 9%, -1, -7%, 0%, 10%, -5
42	COc1ccc(C2=NN(C3=NN=C(N)Cc4ncnn43)C(O)(C(F)(F)F)C2)cc1 (stereo not drawn)
  u, 0%, 23%, 0.58µM*, -12, 0%, -5%, 18%, 1
43	CCOc1ccc2nc(SC(CC)C(=O)Nc3cc(C)on3)sc2c1 (stereo not drawn)
  -3%, -3%, -14%, 5%, 30, -3%, -3%[9.22 µM], -22%, 2
44	COc1ccc(C(=O)NC(=S)NC(C)c2ccccc2)cc1 (stereo not drawn)
  -21%, 12%, -11%, -1%, 0, -20%, -29%, u, 2
45	CCOc1ccccc1C(=O)Nc1ccsc1C(=O)OC
  7.3µM*, 5.8µM*, u, 7.3µM*, -3, u, 5.8µM*, -28%, 6
46	O=C(COC(=O)c1ccco1)NCc1cccs1
  0%, 2%, 11%, -4%, 0, 9%, -9%, 2%, 3
47	COc1cccc(CN2CCC(C(=O)N3CCN(c4ccccc4F)CC3)CC2)c1
  u, -1%, -1%, 5%, 0, 6%, -309%[inhibitor], -10%, 2
48	COc1ccc(Nc2ncc3c(n2)CCN(Cc2ccccc2C)C3)c(OC)c1
  -14%, -3%, x, x, x, x, x, 1%, -17
49	OC[C@@H]1[C@@H](c2ccccc2)C(c2ccc(F)cc2)=NN1c1ccccc1
  -30%, u, u, u, -11, u, 21µM*, 76%[activator], 38*
50	CCC(=Nc1ccc(N)cc1)C1=C(O)C(C(=O)OC)C(C)(C)CC1=O (stereo not drawn)
  -4%, -7%, 6%, 5%, 11, -24%, 3%, -11%, 3
51	COC(=O)C1=C(C)N(Cc2ccco2)C(=O)N[C@@H]1c1ccccc1
  -27%, 0%, -2%, 3%, 15, -4%, -18%, 8%, 1
52	CN(Cc1ccccc1)c1ncnc2c1cnn2-c1ccccc1
  0%, -17%, -16%, u, -4, -26%, 1%, 3%, -2
53	CCOC(=O)C1CCCN(c2ncnc3c2cnn3-c2ccc(OC)cc2)C1 (stereo not drawn)
  u, 1%, 7%, 8%, 2, 15%, -8%, 1%, -12
54	Cc1nn2c(=O)cc(COC(=O)c3c(F)cccc3Cl)nc2s1
  5%, 2%, -2%, 2%, -1, 0%, -11%, -8%, -2
55	O=C(N/N=C/c1cccc(O)c1)c1ccc(-n2cnnn2)cc1
  20%, 1%, -14%, -6%, 2, -1%, u, 27%, -9
56	O=C(Nc1ccc(NC(=O)C2CC2)cn1)c1ccccc1Cl
  -29%, 0%, -10%, -10%, 0, u, -2%, -8%, -2

An excerpt from above with just KB-3-1 cytotox, GLP1R cytotox and SW480 rerep.
No. | mol | KB-3-1 cytotox | GLP1R cytotox | SW480 rerep
52 | CN(Cc1ccccc1)c1ncnc2c1cnn2-c1ccccc1 | -17% | 3% | 1%
53 | CCOC(=O)C1CCCN(c2ncnc3c2cnn3-c2ccc(OC)cc2)C1 (stereo not drawn) | 1% | 1% | -8%
54 | Cc1nn2c(=O)cc(COC(=O)c3c(F)cccc3Cl)nc2s1 | 2% | -8% | -11%

Screens (PubChem BioAssay)
